High-throughput results deposited in PubChem BioAssay by Sanford-Burnham Center for Chemical Genomics.
UPR CHOP act: apoptotic UPR (CHOP) activation. actives 0.34% (n = 330,000). CHO-CHOP luciferase reporter, luminescence; percent of tunicamycin response over DMSO baseline. activation, % at 10 µM;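 active = at 10 µM dose, activation of 40% or more, normalized to positive control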;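 also: 100% = tunicamycin at 10 µg/mL and 0% = DMSO alone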
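Assay system: CHO-CHOP cells, stable luciferase reporter of PERK-eIF2a-CHOP signalling / Buffer or medium: F12 plus 10% serum / Compound dosing: one dose, 10 µM in 0.5% DMSO / Times: 6 h compound treatment, 37 °C / Technique: luciferase luminescence / Read-out: % reporter activation, DMSO baseline versus tunicamycin full activation / Benchmarks: tunicamycin and DMSO controls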
tim10-1 inh: inhibits growth of tim10-1 mutant yeast | S. cerevisiae tim10-1 ts strain growth, BacTiter-Glo, 24 h | inhibition, % at 20 µM | actives 2.2% (n = 330,000);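 active = inhibition of at least 40%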;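 also: mutant grown at 25 °C; 0% = DMSO wells with yeast and 100% = wells holding no yeast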
Mdm2-MdmX inh: inhibitors of human Mdm2/MdmX interaction | SaOS-2 split-luciferase Mdm2/MdmX complementation, luminescence | inhibition, % at 8 µM | actives 3% (n = 330,000) | AID 485346;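 active = inhibition of at least 50% at 8 µM in the primary screen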
APJ antagonist: blocks the human apelin receptor APJ; P35414; CHO-K1 APJ beta-arrestin complementation, luminescence; inhibition, % at 20 µM; actives 0.32% (n = 330,000); AID 2521;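 active = inhibition above about 40% at 20 µM, limit read from the data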;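 also: cells challenged with 10 nM apelin-13 agonist together with compound; plate controls were apelin-13 plus DMSO wells for no effect and DMSO wells lacking apelin-13 for full effect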
Target sequence (P35414 whole entry, looked up): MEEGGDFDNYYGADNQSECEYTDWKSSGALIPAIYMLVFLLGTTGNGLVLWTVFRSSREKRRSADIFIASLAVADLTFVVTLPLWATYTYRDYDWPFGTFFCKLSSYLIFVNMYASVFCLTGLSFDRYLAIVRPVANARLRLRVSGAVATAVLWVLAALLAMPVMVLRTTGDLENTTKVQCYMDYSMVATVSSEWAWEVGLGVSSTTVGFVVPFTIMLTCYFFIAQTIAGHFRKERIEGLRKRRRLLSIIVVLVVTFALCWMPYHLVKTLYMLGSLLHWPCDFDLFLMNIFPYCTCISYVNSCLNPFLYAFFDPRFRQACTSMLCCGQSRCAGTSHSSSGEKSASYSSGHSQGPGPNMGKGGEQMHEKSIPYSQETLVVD
tim23-1 inh: tim23-1 yeast growth inhibition; actives 1.3% (n = 330,000); S. cerevisiae tim23-1 growth, BacTiter-Glo luminescence, 24 h; inhibition, % at 20 µM; AID 463212;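 active = growth inhibition of the mutant yeast at or above 50%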;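 also: temperature-sensitive mutant grown at 25 °C; plate controls were DMSO-treated mutant yeast for no effect and medium wells lacking yeast for full effect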
XBP1 UPR activ: adaptive UPR (XBP1) activation | actives 0.33% (n = 330,000) | activation, % at 20 µM | CHO-XBP1 luciferase reporter, IRE1-XBP1 UPR activation, luminescence; percent of tunicamycin response, DMSO as zero;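 active = versus positive control, 20 µM dose yields 30% or more activation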;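 also: 100% = tunicamycin at 10 µg/mL and 0% = DMSO only wells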
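Assay system: CHO-XBP1 luciferase reporter cells; Schedule: 6 h treatment, 37 °C; Detection: glow luminescence from Steady-Glo reagent; Benchmarks: high control tunicamycin 10 µg/mL final, low control DMSO vehicle only.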
CXCR6 inh: inhibitors of human CXCR6 receptor; CHO-K1 PathHunter CXCR6 beta-arrestin, luminescence; AID 602244; actives 0.36% (n = 360,000); inhibition, % at 20 µM; in the data active = inhibition above about 34%, passing the limit was not always enough;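 also: antagonist mode with CXCL16 agonist at 10 nM final; 0% = 10 nM CXCL16 with DMSO and 100% = unstimulated wells without agonist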
Target sequence (O00574 whole entry, looked up): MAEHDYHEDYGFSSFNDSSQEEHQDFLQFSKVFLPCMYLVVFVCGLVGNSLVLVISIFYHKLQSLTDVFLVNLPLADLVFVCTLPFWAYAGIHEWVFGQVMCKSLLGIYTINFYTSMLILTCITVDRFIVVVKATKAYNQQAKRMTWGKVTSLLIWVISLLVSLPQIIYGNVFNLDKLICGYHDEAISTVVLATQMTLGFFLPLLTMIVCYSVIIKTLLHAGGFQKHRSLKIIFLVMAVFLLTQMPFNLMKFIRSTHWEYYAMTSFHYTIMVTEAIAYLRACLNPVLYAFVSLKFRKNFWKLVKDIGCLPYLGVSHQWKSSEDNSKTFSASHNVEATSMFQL
TIM10 inh: inhibits growth of TIM10 yeast strain. S. cerevisiae TIM10 strain growth, BacTiter-Glo luminescence, 24 h. inhibition, % at 10 µM. actives 1.4% (n = 330,000);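 active = inhibition of 40% or more at the single tested concentration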;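 also: wild-type TIM10 isogenic control strain grown at permissive 25 °C; 0% = DMSO yeast wells and 100% = minimal medium wells without yeast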
APJ ag: activates the human apelin receptor APJ; P35414; CHO-K1 APJ PathHunter beta-arrestin, luminescence; 0% DMSO wells, 100% apelin; activation, % at 20 µM; actives 0.11% (n = 330,000); AID 2520;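 active = activation more than six SD over the plate average, tested at 20 µM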;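 also: 0% = DMSO alone and 100% = apelin-13 at 10 nM; some results filed as inactive read as strong as hits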
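Assay system – PathHunter CHO-K1 APJ (AGTRL-1) beta-arrestin reporter cells · Compound – one dose, 20 µM compound, 1% DMSO · Timing – compound 90 min 25 °C, reagent 1 h · Measured by – luminescence from split beta-galactosidase complementation, Galacton Star/Emerald II substrate · Measure – beta-arrestin recruitment to APJ as agonist activity, luminescent signal · Benchmarks – DMSO vs Apelin-13 10 nM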
Active calls of the source: *. A portion of the library; rates above refer to the full screens.

structure,UPR CHOP act,tim10-1 inh,Mdm2-MdmX inh,APJ antagonist,tim23-1 inh,XBP1 UPR activ,CXCR6 inh,TIM10 inh,APJ ag
CC(C)c1nnc(NC(=O)C2CCN(S(=O)(=O)c3ccc(-n4cnnn4)cc3)CC2)s1,-0.6,-9,6,-13,2,-4,-3,8,-1
CN(C1=C(NC(=O)c2ccc(Cl)cc2)C(=O)c2ccccc2C1=O)c1ccccc1,3.0,65*,33,-9,68*,1,12,66*,-1
CCn1cc(C(=O)NC(=S)Nc2ccccc2[N+](=O)[O-])cn1,-0.4,26,-18,-24,24,0,5,12,5
COC(=O)c1cc(C(=O)c2c(C)cc3ccccn23)cc([N+](=O)[O-])c1,-2.4,20,47,-20,24,1,1,-14,3
O=C(CCc1ccccc1)NNC(=S)Nc1ccc(F)cc1,0.6,23,9,4,11,2,5,-14,0
Cc1ccc(-n2c(=O)c3ccc(C(=O)NCc4ccco4)cc3n(Cc3ccccc3C#N)c2=O)cc1,-2.9,18,29,86*,5,-3,35,1,-13
Cc1nn(C)c(Cl)c1CN1CCC(n2nccc2NC(=O)C2CCCC2)CC1,-1.3,2,13,13,-3,-4,-4,0,-5
Cc1cc(NC(=O)CSCC(=O)OC(C)C(=O)N(C)Cc2ccccc2)no1 (stereo unspecified),0.4,10,12,19,16,1,-24,-3,-2
Cc1ccc(-c2nn(-c3ccccc3)cc2C(=O)NCC(c2cccs2)N2CCOCC2)cc1 (stereo unspecified),2.4,12,12,-55,16,-3,6,14,1
COc1ccc(-c2noc(CCCC(=O)NC3CCCCC3)n2)cc1,3.7,6,13,-7,6,0,-2,-6,-2
O=C(Nc1ccccc1)Nc1cccc(-c2nnco2)c1,1.6,9,10,1,0,0,-7,-9,0
O=C(O)COc1ccccc1/C=N/NC(=O)CSc1nnc(SCc2ccccc2)s1,-0.4,-1,11,8,-8,0,1,4,-3
C/C(Cl)=C\Cn1c(O)c(N=NC(N)=S)c2ccccc21,1.1,-2,44,0,20,6,26,17,-3
CCOC(=O)CSc1ncc(OC)c(Sc2ccc(Cl)cc2)n1,-2.2,24,-3,19,11,-2,0,15,-4
CCOCCCN(C)C1CCN(S(=O)(=O)c2csc(C(N)=O)c2)CC1,2.7,-5,20,-22,4,-3,4,-2,0
COc1ccc(C2CC3(CC(C)(C)NC(=S)N3)Oc3cc(O)cc(C)c32)cc1OC (stereo unspecified),-2.4,0,24,-27,6,-1,12,-8,-3
CCOC(=O)/C(C#N)=C/c1cc(C)n(-c2ccccc2)c1C,-0.3,-3,52*,-20,12,-2,0,-16,-2
CC1=CC(C)(C)N2C(=O)C3(C(C#N)=C(N)Oc4cc(O)ccc43)c3cccc1c32 (stereo unspecified),-1.5,21,4,13,31,1,8,8,-5
CCCC(c1nnnn1Cc1ccc(OC)cc1)N1CCN(C(=O)c2ccco2)CC1 (stereo unspecified),0.5,-4,-10,11,21,-2,7,7,2
CCCCC(C(=O)NCCC(C)C)N(CCCN1CCOCC1)C(=O)c1snc(C(N)=O)c1N (stereo unspecified),0.5,-10,-12,-3,-117,0,4,-49,-1
COc1ccccc1-c1cc(C(=O)N/N=C/c2ccc(C)s2)c2ccccc2n1,-1.0,42*,71*,17,61*,-1,8,27,-7
Cc1scc(C(=O)NCc2ccco2)c1-c1ccccc1,0.4,25,21,22,26,-1,14,22,-2
NC(=O)CNC(=O)c1cccc(Cl)c1,1.6,-23,-2,17,10,1,-2,0,2
Cc1ccc(C(=O)CCC(=O)N(C)CC(=O)Nc2c(Cl)cccc2Cl)cc1,0.5,98*,-5,4,-3,-5,-1,-1,-5
CCCN=C1NC(=O)C(CC(=O)NCCc2ccccc2)S1 (stereo unspecified),-0.9,6,15,8,8,-4,4,-4,-2
O=C1CC2(CCCCC2)Oc2ccc(Cl)cc21,-0.5,-8,9,33,10,-2,3,-1,-3
CC(C)C(=O)NC(=S)Nc1ccc(S(=O)(=O)N(C)C)cc1,2.7,15,23,8,11,0,5,5,-3
COc1cccc(N2CCN(C(=O)CN(C)S(=O)(=O)c3ccc4c(c3)c(=O)n(C)c(=O)n4C)CC2)c1,0.0,10,17,4,2,1,5,8,-2
CSc1cccc(NC(=S)N(CCCN2CCC(C)CC2)Cc2cccs2)c1,0.0,17,14,-9,17,-3,3,6,-3
O=C(OCc1ccc([N+](=O)[O-])cc1)c1ccccn1,1.8,6,6,1,0,-1,3,-1,-2
Cc1cccc(C)c1NC(=O)CN(C)C(=O)c1ccc2c(=O)n3c(nc2c1)CCC3,0.8,-4,-3,21,-4,-2,1,6,-3
CC(=O)Nc1ccc(S(=O)(=O)NCCC(=O)Nc2ccc(C)c(Cl)c2)cc1,1.4,7,-11,1,7,2,4,-12,2
CCOC(=O)CN(C(=O)CNC(=O)c1cccs1)C(C(=O)NC1CCCCC1)c1cccnc1 (stereo unspecified),-1.8,14,-18,8,12,-2,-6,7,5
O=C(COc1ccccc1)Nc1nnc(-c2ccco2)o1,-1.5,31,-2,-6,30,-2,-4,4,-2
CCn1c(=O)c2cc(S(=O)(=O)NC3CCCCC3)ccc2n(CC)c1=O,-0.6,7,-19,-2,6,-4,0,-3,-2
O=C(N/N=C/c1cc([N+](=O)[O-])ccc1O)C12CC3CC(CC(C3)C1)C2,-1.6,9,44,31,2,2,40,23,-10
Cc1cc2nc(-c3ccc(SCC(=O)Nc4ccc(S(=O)(=O)N5CCCC5)cc4)nc3)[nH]c2cc1C,1.2,26,69*,-22,2,1,-4,-3,1
COc1cccc(CNC(=O)CCNS(=O)(=O)c2ccc(C)cc2)c1,-1.2,9,8,-56,-6,2,-8,4,-3
O=C(NCCc1ccccc1)/C(=C\c1ccc([N+](=O)[O-])cc1)NC(=O)c1ccco1,-0.4,9,-9,-17,10,-3,-16,-5,3
CN(CC(=O)O/N=C(\N)c1ccc(Br)cc1)S(=O)(=O)c1ccccc1,2.4,50*,18,-72,9,0,-2,-4,4
O=C(Cc1c(F)c(F)c(F)c(F)c1F)OC12CC3CC(C1)C(=O)C(C3)C2,0.0,21,4,-4,32,-4,2,8,2
CCCCc1ccc(NC(=O)N[C@H](C(=O)O)C(C)C)cc1,-1.1,5,22,25,-3,0,7,-12,0
COc1ccc(/C=N/NC(=O)c2ccc(O)cc2O)cc1CSc1ccccn1,3.3,19,-2,-16,12,3,-10,7,-2
CCCC(C)NC(=O)c1c2c(nc3ccccc13)CCC2 (stereo unspecified),0.9,-2,0,3,-9,-5,-4,3,-2
CCOc1ccc(NC(=O)CSc2ncc(-c3ccc(F)cc3)n2Cc2ccco2)cc1,-1.7,14,20,-3,-2,-3,4,13,-5
Cn1cc(CN2CCC(n3nccc3NC(=O)c3ccccc3Cl)CC2)c2ccccc21,3.2,-3,40,3,-12,0,-4,-4,2
O=C(OCCOc1ccc(F)cc1)c1ccc(S(=O)(=O)N2CCCC2)cc1,0.2,20,-1,-12,29,-2,-2,10,-3
O=C(NCCCN1CCCCC1)c1ccc(CS(=O)c2ccc(Cl)cc2)o1 (stereo unspecified),-0.6,8,0,1,1,-4,2,-9,-4
CC(C)N1C(=O)C2C(C(=O)NC3CCCCC3)C3C=CC2(O3)C1C(=O)NC1CCCCC1 (stereo unspecified),-1.3,8,14,6,6,-1,-3,3,-3
O=CNC(Cc1ccccc1)C(=O)O (stereo unspecified),-2.8,15,-5,-7,-7,-1,4,1,-3
C/C(=N\NC(=O)C1(C)CC1(Br)Br)c1cccc(NC(=O)C2CCC2)c1 (stereo unspecified),0.4,21,-40,-5,27,-2,2,6,1
CC(=O)c1cccc(CN2CCN(C3CCCC3)C(CCO)C2)c1 (stereo unspecified),-1.1,7,-18,9,4,-3,7,-5,1
CCOC(=O)N1CCN(C(=O)C2CCN(S(=O)(=O)c3cc(Cl)ccc3OCC)CC2)CC1,0.5,8,25,22,9,-4,-8,11,8
Cc1ccc(S(=O)(=O)Nc2ncc(C(F)(F)F)cc2Cl)cc1,0.4,1,0,12,19,-1,-7,-8,-2
COc1ccc(C(=O)CSc2nnc(-c3ccco3)o2)cc1,0.0,-19,17,3,-2,-2,1,-16,-3
CCOc1ccc(NC(=S)C(C#N)=C2N(C)c3ccccc3N2C)cc1,1.9,15,-1,-24,0,0,-4,-4,-1

Sorted by length of the SMILES (ascending): some entries from above.
structure,UPR CHOP act,tim10-1 inh,Mdm2-MdmX inh,APJ antagonist,tim23-1 inh,XBP1 UPR activ,CXCR6 inh,TIM10 inh,APJ ag
O=CNC(Cc1ccccc1)C(=O)O (stereo unspecified),-2.8,15,-5,-7,-7,-1,4,1,-3
CC(C)C(=O)NC(=S)Nc1ccc(S(=O)(=O)N(C)C)cc1,2.7,15,23,8,11,0,5,5,-3
CSc1cccc(NC(=S)N(CCCN2CCC(C)CC2)Cc2cccs2)c1,0.0,17,14,-9,17,-3,3,6,-3
COc1ccc(/C=N/NC(=O)c2ccc(O)cc2O)cc1CSc1ccccn1,3.3,19,-2,-16,12,3,-10,7,-2
COc1ccccc1-c1cc(C(=O)N/N=C/c2ccc(C)s2)c2ccccc2n1,-1.0,42*,71*,17,61*,-1,8,27,-7
